# CHO-K1 Ca PAM: counter-screen for M1 PAMs: effect in parental CHO-K1 cells | ATP EC20, Fluo-8 calcium fluorescence; 0% at ATP EC20, 100% at ATP max | activation, % at 3 µM | 360,000 compounds, 0.02% hits | AID 602247;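 active = activation above the run cutoff, the mean activation of all test compounds plus 3 SD, cut at about 40% in these data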;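 also: peak over basal fluorescence ratio in a 140 s read after ATP addition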
# CHO-K1 Ca antag: M1 antagonist counterscreen hit in parental CHO-K1 cells; ATP-induced calcium, Fluo-8 fluorescence; 360,000 compounds, 0.6% hits; inhibition, % at 3 µM;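 active = inhibition above a per-plate cutoff, the plate's mean sample inhibition plus 3 SD, cut at about 24% in these data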;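 also: 0% = DMSO plus EC80 ATP and 100% = DMSO alone without ATP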
# M4 ag: agonists of human muscarinic M4 receptor (CHRM4); CHO-K1 hM4/Gqi5, Fluo-8 calcium fluorescence; vehicle 0%, full acetylcholine response 100%; activation, % at 3 µM; 360,000 compounds, 0.14% hits;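 active = activation above the run mean over all test wells plus 3 SD, cut at about 32% in these data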;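 also: peak over basal fluorescence ratio per well then scaled between controls; 0% = DMSO wells and 100% = acetylcholine at EC100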
# Target sequence (P08173 whole entry, looked up): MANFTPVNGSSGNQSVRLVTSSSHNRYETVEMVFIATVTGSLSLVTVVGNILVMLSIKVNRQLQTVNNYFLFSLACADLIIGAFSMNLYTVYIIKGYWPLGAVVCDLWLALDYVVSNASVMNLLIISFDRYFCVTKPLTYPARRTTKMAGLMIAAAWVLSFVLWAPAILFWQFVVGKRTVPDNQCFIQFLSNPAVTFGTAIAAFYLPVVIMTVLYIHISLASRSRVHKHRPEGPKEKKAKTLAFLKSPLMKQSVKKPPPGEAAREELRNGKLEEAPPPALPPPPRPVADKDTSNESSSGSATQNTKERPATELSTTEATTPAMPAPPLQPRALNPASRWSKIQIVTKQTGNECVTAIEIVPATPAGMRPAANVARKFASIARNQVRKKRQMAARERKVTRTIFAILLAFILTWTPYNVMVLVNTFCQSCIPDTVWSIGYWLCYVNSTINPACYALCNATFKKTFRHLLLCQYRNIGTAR
# M5 ag: agonists of human muscarinic M5 receptor (CHRM5) | P08912 | activation, % at 3 µM | 360,000 compounds, 0.19% hits | CHO-K1 hM5 cells, Fluo-8 calcium fluorescence; 0% DMSO wells, 100% maximal acetylcholine response | AID 624037;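 active = activation above the run's mean over test compounds plus 3 SD, cut at about 23% in these data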;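 also: signal is peak over basal fluorescence ratio across the kinetic read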
# Target sequence (P08912 whole entry, looked up): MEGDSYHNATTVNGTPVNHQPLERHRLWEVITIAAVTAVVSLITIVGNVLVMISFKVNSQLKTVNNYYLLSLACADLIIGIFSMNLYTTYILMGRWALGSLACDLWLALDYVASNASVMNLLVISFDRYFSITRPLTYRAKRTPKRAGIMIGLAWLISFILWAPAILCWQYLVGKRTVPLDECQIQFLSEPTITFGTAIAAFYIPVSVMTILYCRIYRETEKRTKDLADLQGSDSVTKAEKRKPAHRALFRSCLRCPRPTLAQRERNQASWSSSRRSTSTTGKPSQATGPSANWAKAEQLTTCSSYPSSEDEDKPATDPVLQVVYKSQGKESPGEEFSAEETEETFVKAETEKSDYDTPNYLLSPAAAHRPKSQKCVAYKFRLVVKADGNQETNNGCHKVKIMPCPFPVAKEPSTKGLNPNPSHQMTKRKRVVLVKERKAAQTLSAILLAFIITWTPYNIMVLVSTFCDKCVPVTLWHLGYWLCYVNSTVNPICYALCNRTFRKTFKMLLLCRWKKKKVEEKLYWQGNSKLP
# CHO-K1 Ca ag: nonselective activator or artifact in parental CHO-K1 cells | AID 602248 | 360,000 compounds, 0.48% hits | Fluo-8 calcium fluorescence; scaled to maximal ATP response, vehicle zero | activation, % at 3 µM; in the data active = activation above about 15%;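 also: untransfected CHO-K1 host cells lacking M1 receptor as counterscreen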
# M5 PAM: CHRM5 positive allosteric modulation. P08912. 360,000 compounds, 0.3% hits. AID 624038. CHO-K1 hM5, Fluo-8 calcium, ACh EC20 PAM; 0% = ACh EC20, 100% = ACh EC100. activation, % at 3 µM;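 active = activation above the run cutoff, the mean activation of all test compounds plus 3 SD, cut at about 18% in these data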
#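 Test system: CHO-K1 hM5 cells / Doses: single-point, 3 µM nominal / Times: Post-acetylcholine fluorescence recording 140 s / Technique: Fluo-8 calcium fluorescence / Measure: Max/basal fluorescence ratio as % of EC20–EC100 ACh window / Benchmarks: low control EC20 acetylcholine (0%), high control EC100 acetylcholine (100%) / Replicates: one well per compound, no replicates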
# M5 antag: antagonists of human muscarinic M5 receptor (CHRM5) | P08912 | CHO-hM5 cells, Fluo-8 calcium fluorescence, ACh EC80 | inhibition, % at 3 µM | 360,000 compounds, 0.59% hits | AID 624040;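 active = inhibition above a per-plate cutoff, the mean of that plate's test compounds plus 3 SD, cut at about 27% in these data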;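 also: 0% = acetylcholine EC80 with DMSO and 100% = DMSO without agonist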
# M4 PAM: potentiates acetylcholine response at human M4 receptor. P08173. CHO-K1 hM4/Gqi5, Fluo-8 calcium fluorescence, ACh EC20; 0% = ACh EC20, 100% = maximal ACh. activation, % at 3 µM. 360,000 compounds, 0.4% hits;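 active = activation above its plate's cutoff, the mean activation of sample wells plus 3 SD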; also: some results filed as inactive read as strong as hits
# CHRM4 antagonist: blocks acetylcholine activation of human M4 receptor | P08173 | CHO-hM4 cells, ACh EC80, Fluo-8 calcium fluorescence | inhibition, % at 3 µM | 360,000 compounds, 0.73% hits | AID 624125;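 active = inhibition above its plate's cutoff, the mean inhibition of sample wells plus 3 SD, cut at about 27% in these data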;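 also: 0% = acetylcholine EC80 with DMSO and 100% = DMSO without agonist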
# The depositor's hits bear a star. Outcome played no part in choosing rows. About 2.7% of those tested had a hit in this group.
# Results follow in this order: M5 PAM | CHO-K1 Ca ag | M5 antag | M4 ag | CHO-K1 Ca PAM | M5 ag | CHRM4 antagonist | M4 PAM | CHO-K1 Ca antag
CCC(=O)Nc1ccc2c(c1)C(=O)N(C1CCCCC1)C2=O
  4.1 | 0.9 | -6.4 | 0.7 | 12.4 | 3.2 | 8.7 | -5.5 | -2.9
CCN(CC)C(=O)CSc1ncnc2c1nnn2-c1ccc(OC)cc1
  -5.3 | 0.3 | 6.4 | 1.1 | 7.1 | -1.9 | 6.0 | 8.4 | -7.5
O=C(N1CCOCC1)N1CCN(c2nc(-c3ccc(F)cc3)cs2)CC1
  -6.6 | 3.2 | -0.4 | 9.6 | -12.5 | 1.9 | -17.3 | 3.0 | 9.8
COc1ccc(N(C)S(=O)(=O)c2cccc(C(=O)NCc3ccc(C)cc3)c2)cc1
  -12.1 | 1.3 | 1.9 | 10.8 | -8.2 | -0.2 | 3.5 | -8.3 | 14.1
Cc1ccc(S(=O)(=O)N2C[C@H]3N(C(=O)OC(C)C)N(C(=O)OC(C)C)C[C@H](OC(=O)NC4CCCC4)[C@@]3(O)C2)cc1
  -4.3 | 1.5 | -3.9 | 4.1 | 14.7 | -1.5 | -11.9 | 1.9 | -10.3
COc1ccc(CNC(=O)COC(=O)c2cnccn2)cc1
  0.4 | -0.4 | -0.1 | 1.2 | -5.1 | 0.9 | -3.6 | 6.1 | 9.3
CC1CCCCN1CCCNC(=O)C1CCN(c2nc3ccccc3o2)CC1 (stereo unspecified)
  3.0 | 0.1 | 0.0 | 1.0 | 15.1 | -5.2 | 54.7* | -15.9 | -4.1
O=C(COC(=O)c1cc(-c2ccccc2)nc2ccccc12)Nc1ccc2c(c1)OCO2
  0.9 | 0.1 | 0.5 | 1.8 | -6.1 | -0.7 | -9.7 | 8.0 | 5.1
O=C(NCc1ccccc1)c1cc(C2CCCN(S(=O)(=O)c3cccc4cccnc34)C2)on1 (stereo unspecified)
  -6.4 | 4.5 | -1.2 | 16.3 | 0.3 | 0.3 | -25.7 | -7.6 | -10.7
COc1cc2nc(N(CCCN(C)C)C(=O)c3ccc(S(=O)(=O)N4CCc5ccccc5C4)cc3)sc2cc1OC
  1.2 | 3.2 | 3.8 | 7.5 | -5.9 | 4.8 | -12.1 | 2.3 | -7.7
C[C@@H]1CN([C@@H](C)CO)C(=O)CCCn2nncc2CO[C@H]1CN(C)C(=O)Nc1ccc(C(F)(F)F)cc1
  -0.9 | 0.7 | 7.6 | 1.7 | 13.4 | 0.0 | 2.4 | 1.1 | -10.2
CCC(C(=O)N1CCN(c2cccc(Cl)c2)CC1)c1ccccc1 (stereo unspecified)
  -3.9 | -0.3 | 0.8 | 0.5 | -2.2 | -1.7 | -2.6 | 0.4 | -3.4
COc1ccc(NC(=O)[C@H](NC(=O)[C@@H]2Cc3ccccc3CN2)c2ccccc2)cc1
  -3.6 | 1.5 | 2.8 | 3.6 | -8.3 | -0.5 | -5.5 | 0.4 | 2.7
O=C(NCc1ccccc1)OC1CC2CC1[C@H]1CCCCN1C2=O (stereo partly specified)
  8.7 | -0.1 | -5.2 | 0.5 | 5.5 | 0.4 | -5.9 | 9.1 | -2.9
CS(=O)(=O)c1ccc(-c2cccc(NC(=O)c3ccco3)c2)nn1
  -4.6 | 1.0 | -1.1 | 3.0 | -4.1 | 3.4 | -14.4 | 6.5 | -7.6
CC(C)Cc1nc2oc3c(Cl)ncnc3c2c2c1CCCC2
  3.4 | 0.1 | 3.1 | 0.3 | -2.5 | 2.1 | 10.8 | -5.4 | 1.9
O=C(Nc1ccc2c(c1)CCC2)c1cc2ccccc2o1
  1.6 | -0.2 | -4.1 | -2.2 | 12.0 | -9.8 | 0.2 | -3.0 | 4.7
CC(=O)Nc1nc2c(ccc3ccccc32)s1
  3.3 | 0.2 | -2.3 | 0.0 | 19.2 | -1.3 | -1.9 | -3.4 | -13.3
O=C1CC(NS(=O)(=O)c2cc(F)ccc2F)CN1c1cccc(F)c1 (stereo unspecified)
  -2.6 | 2.0 | 1.7 | 2.7 | 9.8 | 1.9 | 4.2 | 4.6 | 0.4
Cc1ccnc(NC(=O)c2cccc(NC(=O)Cc3ccccc3)c2)c1
  -5.2 | 1.7 | -6.3 | 4.8 | 17.7 | 0.4 | -1.6 | -2.1 | -2.1
O=C(NCCc1nc2ccccc2[nH]1)/C(=C/c1ccc(F)cc1)NC(=O)c1ccco1
  -15.4 | 5.0 | 13.1 | 13.7 | 5.1 | 1.1 | -1.4 | -12.3 | 1.1
O=C(CNC(=O)c1ccccc1)OCN1C(=O)c2ccccc2C1=O
  -1.8 | 1.1 | 2.5 | 2.3 | 6.5 | -3.4 | -18.2 | 9.3 | -4.6
Cc1cc(C(=O)CSc2nnc(-c3ccco3)o2)c(C)n1CC1COc2ccccc2O1 (stereo unspecified)
  -11.7 | 0.7 | 3.1 | 0.5 | 8.7 | -3.3 | 15.2 | -8.6 | -1.0
CCN(CC(=O)Nc1ccc(NC(C)=O)cc1)C(=O)COc1ccc(C(=O)c2ccccc2)cc1
  -3.0 | 1.4 | 10.5 | 1.8 | 19.0 | -1.4 | 2.9 | 2.4 | -5.5
O=C(NCc1ccc(F)cc1)c1ccc(CNc2c(N3CCOCC3)c(=O)c2=O)cc1
  3.8 | -0.3 | 4.7 | 0.3 | 8.4 | -4.5 | -0.2 | 9.9 | -3.1
Cc1ccccc1S(=O)(=O)N(C)C[C@@H]1OCc2cnnn2CCCC(=O)N([C@H](C)CO)C[C@H]1C
  -2.5 | 0.6 | 11.7 | 0.2 | 3.2 | 1.3 | -1.7 | -3.5 | -9.6
CSc1ccc(/C=C(\C(=O)O)c2ccc(S(=O)(=O)N3CCCC3)s2)cc1
  5.5 | 0.4 | -1.9 | 0.4 | 11.4 | 1.1 | 2.8 | 0.0 | -10.3
Cc1[nH][nH]c(=O)c1C(c1c(C)[nH][nH]c1=O)c1cn(Cc2cccc3ccccc23)c2ccccc12
  -5.8 | 0.8 | 3.3 | 1.0 | 22.1 | -0.1 | 4.5 | 2.3 | -13.9
COc1ccc(C2CC(=O)c3sc(N)nc3C2)cc1 (stereo unspecified)
  0.9 | -0.1 | -2.6 | 0.1 | 2.8 | -1.7 | 7.7 | 0.7 | -0.1
Cc1cc(C)c2nc(NNC(=O)c3ccc(S(=O)(=O)N4CCc5ccccc5C4)cc3)sc2c1
  -21.3 | 2.4 | 2.0 | 7.7 | 19.7 | 59.3* | -7.0 | -4.7 | -0.4
O=C(CSCc1cc(=O)[nH][nH]1)Nc1ccc(F)cc1
  -5.3 | 8.5 | 10.5 | 1.1 | 22.5 | -2.7 | 6.6 | 0.6 | 3.4
c1cnc(NCCNc2ncccn2)nc1
  1.1 | 0.3 | -4.4 | 0.8 | 7.3 | -2.2 | -11.5 | 10.0 | -12.0
O=C(CS(=O)(=O)c1cn(CC(=O)N2CCOCC2)c2ccccc12)Nc1ccccc1F
  -2.7 | 0.7 | 21.2 | 2.2 | -5.8 | -6.9 | -11.9 | 9.4 | -12.1
CN1CCN(c2ccc3c(c2)OC[C@@H](Cc2ccccc2)NS3(=O)=O)CC1
  5.6 | 0.6 | -7.4 | 1.3 | 6.2 | -0.7 | -7.0 | 10.8 | -7.0
CN(C)CCCN(C(=O)CCc1ccccc1)c1nc2c(F)cccc2s1
  -2.5 | 17.9* | 2.6 | 15.2 | 20.5 | -2.7 | 2.2 | -3.7 | 0.5
CCN(c1ccccc1)S(=O)(=O)c1ccc(C(=O)N2CCOCC2)cc1
  8.7 | 2.3 | 3.3 | 1.7 | -6.5 | 3.1 | 6.1 | 2.3 | 0.3
Cc1ccc(SCC(=O)c2ccc(CC(=O)O)s2)cc1
  -1.3 | 0.5 | 13.5 | 0.2 | 5.3 | -2.2 | 5.2 | 1.5 | -0.6
O=C(c1ccc(CS(=O)c2ccccc2Cl)o1)N1CCN(C2CCCCC2)CC1 (stereo unspecified)
  -1.5 | 1.4 | -2.8 | 6.7 | 9.6 | -0.6 | -18.3 | -3.6 | -8.4
Cc1cccc(/C=N/NC(=O)c2ccc3c(c2)OCCO3)c1O
  -7.5 | 7.1 | -9.1 | 20.6 | -19.0 | -0.7 | -6.2 | -0.4 | -2.1
O=C(CNC(=S)N(Cc1ccccc1)Cc1ccccc1F)NCc1ccccc1
  1.3 | 1.5 | 10.4 | 2.8 | 20.6 | -2.8 | -8.2 | -0.8 | -6.3
Cc1ccc(NC(=S)Nc2nc(CC(=O)Nc3ccccc3)cs2)cc1
  -8.0 | 2.5 | 9.9 | 4.2 | 13.7 | 3.5 | 8.3 | -9.6 | 6.6
Cc1ccc(SCC(=O)NCC2CCCO2)cc1 (stereo unspecified)
  -1.6 | 0.2 | 9.8 | 0.3 | 13.2 | -1.3 | 6.1 | -4.7 | -14.1
COc1ccc(N2CCN(C(=O)C3(C)CC3(Cl)Cl)CC2)cc1 (stereo unspecified)
  0.9 | 0.3 | -9.9 | 1.4 | 4.2 | -0.8 | -8.2 | -1.6 | -3.8
O=c1cc(N2CCCCC2)c(-c2ccccc2)nn1Cc1ccc(Cl)cc1
  1.1 | -0.2 | -2.3 | -0.5 | 4.5 | -3.2 | 0.9 | -2.1 | -4.0
O=C(NCC1CCCO1)c1ccc(NS(=O)(=O)c2ccccc2)cc1 (stereo unspecified)
  -3.3 | -0.4 | -5.1 | 1.9 | -4.8 | 3.1 | -6.1 | 8.7 | 1.9
Cc1c(O)nc(SCC(=O)Nc2nccs2)n(-c2ccccc2F)c1=O
  -4.3 | 0.3 | 6.9 | 1.3 | -8.5 | -2.5 | 2.3 | -2.6 | 0.7
O=C(CCCc1ccccc1)c1ccccc1
  -0.3 | -0.4 | -0.6 | -1.1 | -27.1 | -1.8 | 8.8 | -7.7 | -9.7
Cc1nnc2ccc(-c3cccc(NC(=O)c4ccc(Cl)nc4)c3)nn12
  -7.7 | 1.5 | 10.5 | 3.6 | -19.4 | -0.4 | 5.9 | -7.2 | 7.8

# Structures above that have a Cl atom, in the order listed:
# Results follow in this order: M5 PAM | CHO-K1 Ca ag | M5 antag | M4 ag | CHO-K1 Ca PAM | M5 ag | CHRM4 antagonist | M4 PAM | CHO-K1 Ca antag
CCC(C(=O)N1CCN(c2cccc(Cl)c2)CC1)c1ccccc1 (stereo unspecified)
  -3.9 | -0.3 | 0.8 | 0.5 | -2.2 | -1.7 | -2.6 | 0.4 | -3.4
CC(C)Cc1nc2oc3c(Cl)ncnc3c2c2c1CCCC2
  3.4 | 0.1 | 3.1 | 0.3 | -2.5 | 2.1 | 10.8 | -5.4 | 1.9
O=C(c1ccc(CS(=O)c2ccccc2Cl)o1)N1CCN(C2CCCCC2)CC1 (stereo unspecified)
  -1.5 | 1.4 | -2.8 | 6.7 | 9.6 | -0.6 | -18.3 | -3.6 | -8.4
COc1ccc(N2CCN(C(=O)C3(C)CC3(Cl)Cl)CC2)cc1 (stereo unspecified)
  0.9 | 0.3 | -9.9 | 1.4 | 4.2 | -0.8 | -8.2 | -1.6 | -3.8
O=c1cc(N2CCCCC2)c(-c2ccccc2)nn1Cc1ccc(Cl)cc1
  1.1 | -0.2 | -2.3 | -0.5 | 4.5 | -3.2 | 0.9 | -2.1 | -4.0
Cc1nnc2ccc(-c3cccc(NC(=O)c4ccc(Cl)nc4)c3)nn12
  -7.7 | 1.5 | 10.5 | 3.6 | -19.4 | -0.4 | 5.9 | -7.2 | 7.8

# Compound activity deposited in PubChem by The Scripps Research Institute Molecular Screening Center.
